L3MBTL1 block: inhibitors of human L3MBTL1. Potency, µM (titrated, usually from 57.1 µM), without a hit: at the highest dose activity, negative = inhibition, most hits filed as inhibitors. AID 485360. AlphaScreen L3MBTL1–H3K9me1 peptide binding. Q9Y468. 230,000 compounds, 0.66% hits; note: nearly all actives have a fitted effect of over 60% in size
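AlphaScreen assay: L3MBTL1 (50 nM final) was preincubated 30 min at room temperature with biotinylated H3(1-15)K9me1 peptide (75 nM final), then 30 min with library compounds; streptavidin donor and nickel chelate acceptor beads (10 ug/mL final) added, 30 min dark.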
Tau FP inhib: inhibitors of human tau fibril formation. P10636. K18 P301L tau heparin fibrillization, Alexa594 FP, 6 h. Potency, µM (titrated, usually from 57.7 µM), for the others: at the top dose activity, negative = inhibition, hits mostly inhibitors. 280,000 compounds, 0.39% hits. AID 1468; note: nearly all actives have a fitted effect of over 55% in size
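Quantitative HTS format: compounds meet 15 uM recombinant K18 P301L tau and Alexa 594-tau tracer in 100 mM sodium acetate pH 7; 20 uM heparin triggers fibrillization at 37 C over 6 hr; FP gives the signal.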
TRb SRC2 PPI: TRbeta-SRC2 interaction inhibition | P10828 | TRbeta-SRC2 peptide binding, fluorescence polarization; receptor liganded with 1 µM T3 | Potency, µM (top dose mostly 106 µM), without a hit: at the top dose activity change, negative = inhibition, actives largely listed as inhibitors | 280,000 compounds, 0.065% hits | AID 1469;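 note: plate controls were bound peptide for no effect and peptide without receptor for full effect; nearly all actives have a fitted effect of over 50% in size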
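Read-out is fluorescence polarization (555 nm excitation, 632 nm emission) of a Texas Red SRC2 coactivator peptide; loss of signal reflects blocked binding to human TRb ligand-binding domain in the presence of 1 uM T3.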
TR SRC2 fluor cs: counter-screen for TRb-SRC2 inhibitors: fluorescence interference; 280,000 compounds, 0.29% hits; TRb/SRC2 Texas Red total fluorescence interference; Potency, µM (top dose mostly 106 µM), without a hit: top-dose fluorescence change, negative = quenching; AID 1479; active = well fitted curve in either direction with a large enough effect; inconclusive = small, poorly fitted or top-dose-only effect
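Flags fluorescent or light-absorbing compounds by total fluorescence, S + 2P, at 555 nm excitation and 632 nm emission. Mixture: 20 nM Texas Red SRC2 peptide, 0.6 uM human TRb LBD, 1 uM T3, 5% DMSO; compound exposure 5 h at ambient temperature.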
Tau ThT inhib: blocks human tau fibril formation measured by thioflavin T; P10636; recombinant tau K18 P301L (four-repeat tau fragment), heparin-induced fibrillization, ThT fluorescence; Potency, µM (highest dose often 57.4 µM), without a hit: at the top dose activity, negative = inhibition, most hits filed as inhibitors; 270,000 compounds, 2.1% hits; note: nearly all actives have a fitted effect of over 55% in size
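Heparin-induced fibrillization of the P301L-mutant K18 repeat-domain fragment of human tau was followed by ThT binding in quantitative high-throughput format.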
RECQ1 helicase: RECQ1 (human) helicase inhibition; Potency, µM (top dose mostly 57.3 µM), for inactives: at the top dose activity, negative = inhibition, hits mostly inhibitors; RECQ1 DNA unwinding, red fluorescence kinetic read; P46063; 240,000 compounds, 0.54% hits;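 note: plate controls were vehicle for no effect and no enzyme for full effect; nearly all actives have a fitted effect of over 30% in size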
Target sequence (P46063 whole entry, looked up): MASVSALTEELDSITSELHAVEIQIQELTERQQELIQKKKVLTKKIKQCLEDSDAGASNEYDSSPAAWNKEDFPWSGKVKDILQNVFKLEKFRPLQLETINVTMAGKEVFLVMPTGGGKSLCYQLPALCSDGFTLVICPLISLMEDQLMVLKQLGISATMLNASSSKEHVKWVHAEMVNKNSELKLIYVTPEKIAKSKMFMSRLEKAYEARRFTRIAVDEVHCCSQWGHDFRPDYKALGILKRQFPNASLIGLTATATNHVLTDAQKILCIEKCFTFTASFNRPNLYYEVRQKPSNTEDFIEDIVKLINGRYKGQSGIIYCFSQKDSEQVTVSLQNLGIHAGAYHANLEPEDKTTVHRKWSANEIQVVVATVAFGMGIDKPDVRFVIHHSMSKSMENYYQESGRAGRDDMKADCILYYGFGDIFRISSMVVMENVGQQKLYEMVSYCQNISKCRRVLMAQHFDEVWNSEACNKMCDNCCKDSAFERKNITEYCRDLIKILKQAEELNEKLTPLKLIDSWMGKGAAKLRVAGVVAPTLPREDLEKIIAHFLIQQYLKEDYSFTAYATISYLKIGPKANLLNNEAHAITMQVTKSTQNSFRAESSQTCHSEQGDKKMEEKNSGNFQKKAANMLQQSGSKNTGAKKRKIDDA
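RECQ1T1 50 nM; forked duplex (20 bp + 30-nt ss tails) 200 nM, ATP 2 mM final; pH 8.0, 2 mM MgCl2, 2.5 ug/ml poly(dI-dC); 15 min compound preincubation; discontinuous kinetic read over 2 h at RT.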
RGS12 GoLoco inh: blocks human Gai1 binding to RGS12 GoLoco peptide, red readout; 230,000 compounds, 0.44% hits; Potency, µM (highest dose often 61.6 µM), for the others: top-dose activity, negative = inhibition, usual class: inhibitors; Gai1:RGS12 GoLoco peptide FP, rhodamine, 10 min; active = well fitted inhibition curve with a large enough effect, not every such curve was filed as active; inactive = no such curve, though single readings can be large or run the other way; note: nearly all actives have a fitted effect of over 30% in size; many of its hits are not listed in these tables
Target sequence (P63096 whole entry, looked up): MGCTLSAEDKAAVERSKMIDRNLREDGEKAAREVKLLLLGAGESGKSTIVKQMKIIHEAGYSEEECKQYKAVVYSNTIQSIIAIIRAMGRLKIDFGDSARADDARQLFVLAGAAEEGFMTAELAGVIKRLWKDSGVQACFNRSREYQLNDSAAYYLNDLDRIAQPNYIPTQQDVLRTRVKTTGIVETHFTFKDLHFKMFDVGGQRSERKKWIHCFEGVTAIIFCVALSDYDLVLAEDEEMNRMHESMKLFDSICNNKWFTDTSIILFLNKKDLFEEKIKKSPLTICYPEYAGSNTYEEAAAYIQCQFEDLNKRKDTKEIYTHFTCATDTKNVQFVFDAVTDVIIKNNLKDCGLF
KDM4E inh: JMJD2E (human) inhibition; B2RXH2; 230,000 compounds, 1.6% hits; JMJD2E catalytic domain, FDH-coupled NADH fluorescence (FDH is formaldehyde dehydrogenase); AID 2147; Potency, µM (doses to about 57.1 µM), without a hit: at the highest dose activity change, negative = inhibition, usual class: inhibitors; active = well fitted inhibition curve with a large enough effect, not every such curve was filed as active; inconclusive = small, poorly fitted or top-dose-only effect, or another doubt; inactive = no such curve, though single readings can be large or run the other way;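 note: 0% = wells with enzyme and -100% = buffer wells without enzyme; nearly all actives have a fitted effect of over 50% in size; many of its hits are not listed in these tables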
Starred values were filed as active, the others as inactive; i = inactive; ? = inconclusive; / = no result given; & = joins results of further samples; [ ] = remark or other dose. Unless noted, calls come from the whole dose curve; as a rule, active = well fitted curve in the direction sought with a large enough effect; inconclusive = small, poorly fitted or top-dose-only effect, or another doubt; inactive = no such curve, though single readings can be large; an effect the other way counts as inactive or inconclusive. Unless noted, % is set by controls: 0 for no effect and ±100 for the full control effect; potency is the fitted concentration of half-maximal effect.

SMILES	L3MBTL1 block	Tau FP inhib	TRb SRC2 PPI	TR SRC2 fluor cs	Tau ThT inhib	RECQ1 helicase	RGS12 GoLoco inh	KDM4E inh
O=S(=O)(c1ccc(Cl)cc1)c1nc(-c2ccccc2)oc1N1CCN(c2ccccc2)CC1	/	2%	-12%	5%	-1%	/	/	/
CCSc1nc(C)nc2sc(C)c(C)c12	/	-6%	-4%	-2%	/	-9%	12%	-8%
CCCCNC(=O)CCC(=O)Nc1ccc2nc(N3CCCCC3)cc(C)c2c1	/	?	-2%	-8%	?	-3%	-16%	?
Cc1oc(-c2cccc(C(F)(F)F)c2)nc1CN1CCN(c2ccccn2)CC1	-23%	-8%	-4%	-7%	?	i	9%	?
CCc1ccc(NC(=O)CSc2nnc(Cc3cccn3C)n2-c2ccc(OC)cc2)cc1	-16%	?	-11%	1%	?	?	2%	-1%
CCOC(=O)C(=O)Nc1ccc(S(=O)(=O)N2CCOCC2)cc1OC	/	-7%	-1%	1%	-5%	i	-3%	12%
COc1cccc(NC(=O)c2cnc(SCC(=O)N3CCCc4ccccc43)n(C)c2=O)c1	/	-6%	4%	-1%	?	/	/	/
CCOC(=O)c1cc(CC)sc1NC(=O)c1cc(OCC)c(OCC)c(OCC)c1	2%	4%	6%	-4%	-18%	-11%	-6%	?
CCOc1ccc(N2CC(c3nc(-c4cc(OC)c(OC)c(OC)c4)no3)CC2=O)cc1 (stereo not given)	/	6%	0%	-1%	-13%	/	/	/
N#CC1CN(C(c2ccccc2)c2ccccc2)C1	-12%	-13%	3%	-1%	-8%	-8%	6%	4%
CSc1nc(N(C)C)nc(N(C#N)CCOC(C)=O)n1	/	-6%	-10%	0%	-5%	4%	9%	7%
CCN(C(=O)CCS(=O)(=O)c1cc2[nH]c(=O)c(=O)[nH]c2cc1C)c1ccccc1	/	-6%	-8%	-2%	6%	/	/	/
O=C(Cn1c2ncccc2c(=O)n1-c1ccccc1)Nc1ccc(Cl)cc1C(F)(F)F	/	-6%	1%	0%	9%	/	/	/
C(=C\c1ccncc1)/c1ccccc1	9%	1%	-1%	-1%	4%	6%	2%	4%
CCOCc1nnc(NC(=O)COC)s1	36%[activator]	?	-4%	-5%	16%	-1%	-6%	2%

Compound profiles (already shown).
CCOC(=O)c1cc(CC)sc1NC(=O)c1cc(OCC)c(OCC)c(OCC)c1 is listed as L3MBTL1 block: 2%; Tau FP inhib: 4%; TRb SRC2 PPI: 6%; TR SRC2 fluor cs: -4%; Tau ThT inhib: -18%; RECQ1 helicase: -11%; RGS12 GoLoco inh: -6%; KDM4E inh: ?
CCOCc1nnc(NC(=O)COC)s1 is listed as L3MBTL1 block: 36%[activator]; Tau FP inhib: ?; TRb SRC2 PPI: -4%; TR SRC2 fluor cs: -5%; Tau ThT inhib: 16%; RECQ1 helicase: -1%; RGS12 GoLoco inh: -6%; KDM4E inh: 2%

Next compounds follow:
SMILES	L3MBTL1 block	Tau FP inhib	TRb SRC2 PPI	TR SRC2 fluor cs	Tau ThT inhib	RECQ1 helicase	RGS12 GoLoco inh	KDM4E inh
Cc1ccc2cc(CCNS(=O)(=O)c3ccc(F)cc3)c(=O)[nH]c2c1	-7%	-3%	1%	0%	2%	-13%	-1%	?
CC(=O)Nc1ccc(C(=O)OCC(=O)c2cccc([N+](=O)[O-])c2)cc1	18%	-5%	3%	0%	?	i	-12%	-1%
Cn1c(SCC(=O)Nc2ccc(N3CCOCC3)cc2)nnc1-c1ccccc1	/	-5%	-3%	-1%	?	-2%	-10%	10%
CCC1=C(OC(=O)N(CC)CC)N2C(=O)OC(=NCCc3c[nH]c4ccccc34)[C@]2(C)[C@H]2C1=CC[C@H]1C(=O)N(C)C(=O)[C@H]12	/	3%&11%	3%&-3%	-8%&-1%	?	-21%&1%	-3%&2%	6%&-12%
COC(=O)c1sc2cc(=O)n(-c3cccc(C(F)(F)F)c3)nc2c1O	7%	-3%	4%	2%	?	8%	5%	-2%
O=C(Nc1ccccc1C(=O)Nc1ccc2c(c1)OCO2)c1ccco1	-3%	-2%	0%	-2%	-13%	?	8%	2%
CCO/C(C)=C1\N=C(c2ccc(Cl)cc2)OC1=O	4%	0%	-7%	-1%	1%	-3%	5%	-6%
Cn1cc(C(=O)N/N=C/c2cccc(O)c2)ccc1=O	1%	1%	2%	-2%	-1%	-3%	-4%	-7%
COc1ccc(NC(=O)C/C(C)=N/NC(=O)C(=O)NC2CCCCC2)c(OC)c1	/	2%	2%	-1%	?	-8%	5%	76%[activator]
CCOC(=O)c1ccccc1NC(=O)N1CCC(CN2CCOCC2)CC1	/	-3%	-1%	-17%	5%	/	/	/
CCn1nc(C(=O)NNC(=O)COc2ccc(OC)cc2)c2ccccc2c1=O	2%	0%	1%	2%	-5%	-7%	12%	6%
CCOC(=O)N1CCC(NC(=O)c2ccc(OC)c(CN3CC(=O)N4CCCC4C3=O)c2)CC1 (stereo not given)	-3%	3%	-6%	-1%	-3%	-5%	-5%	0%
CCc1ccc(NC(=O)Cn2nnc(C(=O)NCCc3ccccc3)c2N)cc1	/	-5%	-4%	0%	-4%	/	/	/
CC(=O)c1cccc(N2Cc3ccccc3C2=NC(=O)CCl)c1	7%[11.4 µM]	0%	1%	-7%	?	i	8%	-11%
Cc1cccc(NC(=O)CCCn2nc(C)c3c(C)n(-c4ccccc4)nc3c2=O)c1C	/	-1%	2%	-1%	8%	/	/	/
O=C(Cc1c[nH]c2ccccc12)N/N=C/c1cccc(F)c1	-9%	-1%	-1%	-2%	?	-2%	2%	5%
Cc1ccc(S(=O)(=O)N(C)C)cc1NC(=O)COc1ccc(-c2nnco2)cc1	/	-15%	-5%	-1%	-1%	-1%	-2%	-2%
COc1ccccc1N1CCN(C(=O)CSc2ncnc3c2cnn3-c2ccc(C)c(C)c2)CC1	/	10%	4%	2%	?	5%	0%	?
CCOc1ccc(Oc2cc(N)cc([N+](=O)[O-])c2)cc1	/	-2%	-4%	-4%	?	i	6%	-3%
COc1ccccc1NC1=C(NC(C)=O)C(=O)c2ccccc2C1=O	?	?	6%	-3%	20µM*	-4%	-9%	25µM*
CCN(CC)S(=O)(=O)c1cccc(C(=O)Nc2nncs2)c1	2%	-9%	-5%	1%	2%	i	1%	1%
CCCOC(=O)c1cccc(Nc2nc(CCC)cc(=O)[nH]2)c1	/	22µM*	-7%	?	-6%	/	/	/
COc1ccc2nc(N3CCN(C(=O)c4ccco4)CC3)sc2c1	/	-1%	-9%	0%	?	/	/	/
C=CCc1c(C)nc2c(C)cccc2c1SC(=N)N	11%	2%	-10%	-3%	?	i	-7%	-9%
N=c1n(CCN2CCCC2)c2ccccc2n1CC(O)c1ccc(Cl)c(Cl)c1 (stereo not given)	-11%	-10%	4%[53 µM]	0%[53 µM]	-13%	-7%	12%	4%
CCCCCCSC1=C(C#N)C(c2ccc(C)o2)CC(=O)N1 (stereo not given)	/	-4%	-8%	0%	-22%	-4%	-29%	-12%
COc1ccc(-c2nc3c(c4c2C[C@H](c2ccccc2)OC4)CN(C(=O)c2cccnc2)CC3)c(C)c1	/	-11%[11.6 µM]	3%[11.2 µM]	-6%[11.2 µM]	-9%[11.5 µM]	i[11.5 µM]	5%[14.2 µM]	6%[11.4 µM]
CN(C)/C=C/C(=O)c1nnn(C2CCCCC2)c1NC1CCCCC1	12%	8%	-21%	-1%	?	10%	-7%	7%
COC(=O)CN1C(=S)N(c2ccccc2)C(=O)C1CC(=O)Nc1ccc(Cl)cc1 (stereo not given)	-5%	?	2%	-2%	6%	-9%	0%	-6%
CCC1CN(C(=O)Nc2cc(C)cc(C)c2)c2ccccc2O1 (stereo not given)	/	5%	3%	?	-9%	/	/	/
CC(=O)N1C(=O)N(C)C2C1N(C(C)=O)C(=O)N2C (stereo not given)	-11%	4%	-3%	-2%	-8%	-2%	1%	-4%
O=C(COC(=O)c1ccccn1)Nc1cc(Cl)ccc1Cl	/	-2%	-11%	-1%	-4%	i	-6%	2%
COc1ccc(Cl)c2sc(NC(=O)c3ccc(S(=O)(=O)N4CCOCC4)cc3)nc12	/	?	3%	-9%	21%	/	/	/
COc1ccc(CNC(=O)c2cc(Nc3ccc(OC)cc3OC)nc3ccccc23)cc1	/	2%	-5%	0%	?	/	/	/
C=CCn1c(COc2ccc(Cl)cc2)nnc1SCC(=O)c1c(N)n(C)c(=O)n(C)c1=O	-11%	-12%	-8%	-2%	1%	i	13%	3%
CC(=O)c1ccc(NC(=O)c2sc(-n3nc(C)c(CCC(C)C)c3C)nc2C)cc1	/	15%	-10%	?	?	/	/	/
COc1cccc(NC(=O)C(=O)NCC(c2ccc3c(c2)OCO3)N2CCOCC2)c1 (stereo not given)	/	3%	5%	5%	-10%	/	/	/
CC(C)(C)C(=O)Oc1cc(N)n(S(=O)(=O)c2ccc(F)cc2)n1	4%	-2%	-3%	-2%	?	-3%	-8%	-3%
O=C(Nc1ccc([N+](=O)[O-])cc1)c1cn(-c2ccccc2)nc1-c1cc2ccccc2o1	2%	1%	-3%	0%	10%	?	-2%	-10%
CCOC(=O)Cn1nc(C)n(-c2ccccc2)c1=O	14%	5%	3%	-3%	-4%	i	9%	1%
CC(C)CN(CC(C)C)c1nc(-c2ccc(Cl)cc2)nc2ccccc12	/	-14%	-2%	-1%	-6%	/	/	/
CCc1nnc(NC(=O)c2ccc(OC)cc2OC)s1	/	4%	-8%	0%	-5%	-19%	6%	-6%
NC(=O)c1ccccc1N1CCCCC1	6%	-1%	-4%	-2%	-11%	2%	3%	6%
CC1CC(C)(C)NC(=S)N1CCCC(=O)Nc1ccc2c(c1)OCCO2 (stereo not given)	-29%	5%	9%	0%	3%	-3%	16%	?
O=C(NCc1cccs1)C1CCN(C(=O)NCc2ccccc2)CC1	5%	-6%	-23%	0%	-1%	-5%	1%	1%
NNC(=O)c1csc(CS(=O)(=O)c2ccc(Cl)cc2)n1	/	-2%[0.0958 µM]	-4%	0%	/	-10%	-3%	11%
O=C1CCCCC2CCCCN12 (stereo not given)	/	0%[126 µM]	-3%[201 µM]	1%[201 µM]	-9%[126 µM]	-2%[126 µM]	-3%[136 µM]	/

Not all compounds are listed; count on the stated rates, not on these rows.
